Screening results from PubChem BioAssay.
GASC-1 inh = inhibitors of GASC-1 histone demethylase, primary screen, biochemical, fluorescence, DELFIA europium. Lysine-specific demethylase 4C (Homo sapiens), Q9H3R0. AID 2099, 2009. 330,000 compounds, 0.069% hits. GST-JMJD2C(1-420) H3K9me3 demethylation. inhibition, % at 2.35 µM;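 active = more than half of a compound's replicate wells show inhibition beyond 50%, single wells judged on their own value; inconclusive = some, but no more than half, of replicates pass 50% inhibition; inactive = no replicate passes 50% inhibition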;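 note: signal counts dimethyl H3K9 product captured on neutravidin plate; 0% = median of DMSO wells and 100% = 0.3 times that DMSO median; strong numbers were not always called active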
CR mimetic SO = reduction of superoxide in aged yeast, primary screen, HTS | S. cerevisiae aged cells, superoxide DHE fluorescence; stronger effect = lower value | superoxide response (% of plate mean), % at 10 µM | 330,000 compounds, 0.18% hits;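 active = superoxide response under a set limit, about three screen SD below normal, cut at about 65% in these data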;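 note: yeast aged for seven days with compound at 30 °C before DHE staining; 100% = average MFI of all compound-treated wells on the plate with controls excluded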
procasp7 counter = procaspase-7 activators, primary screen, counter-screen for procaspase-3 activator project, biochemical, absorbance, HTS, human. Caspase-7 (Homo sapiens), P55210. recombinant procaspase-7, Ac-DEVD-pNA absorbance 405 nm; D23A/D198A/D206A triple mutant, cannot self-cleave; scale: DMSO 0, 5 µM enzyme 100. activation, % at 8.5 µM. 330,000 compounds, 0.093% hits. AID 463210, 2010;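 active = percent activation above the screen-wide mean plus 3 SD, cut at about 25% in these data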
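Assay system: Uncleavable procaspase-7 mutant enzyme / Input: 2 µM procaspase-7 mutant as dispensed / Dosing: single nominal 8.5 µM compound dose, 0.8% DMSO final / Timing: 1 h enzyme–compound preincubation and 2 h substrate reaction, both 25 °C / Detection: p-Nitroaniline absorbance at 405 nm, read at 0 and 120 min / Replication: singlicate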
AHR activator = AHR activators, primary screen, cell-based, luminescence, luciferase reporter, human | Aryl hydrocarbon receptor (Homo sapiens), P35869 | AHR-responsive luciferase reporter cells | activation, % at 5 µM | 320,000 compounds, 2.5% hits; in the data active = activation above about 47%;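 note: 0% = vehicle wells and 100% = reference agonist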
Target sequence (P35869 whole entry, looked up): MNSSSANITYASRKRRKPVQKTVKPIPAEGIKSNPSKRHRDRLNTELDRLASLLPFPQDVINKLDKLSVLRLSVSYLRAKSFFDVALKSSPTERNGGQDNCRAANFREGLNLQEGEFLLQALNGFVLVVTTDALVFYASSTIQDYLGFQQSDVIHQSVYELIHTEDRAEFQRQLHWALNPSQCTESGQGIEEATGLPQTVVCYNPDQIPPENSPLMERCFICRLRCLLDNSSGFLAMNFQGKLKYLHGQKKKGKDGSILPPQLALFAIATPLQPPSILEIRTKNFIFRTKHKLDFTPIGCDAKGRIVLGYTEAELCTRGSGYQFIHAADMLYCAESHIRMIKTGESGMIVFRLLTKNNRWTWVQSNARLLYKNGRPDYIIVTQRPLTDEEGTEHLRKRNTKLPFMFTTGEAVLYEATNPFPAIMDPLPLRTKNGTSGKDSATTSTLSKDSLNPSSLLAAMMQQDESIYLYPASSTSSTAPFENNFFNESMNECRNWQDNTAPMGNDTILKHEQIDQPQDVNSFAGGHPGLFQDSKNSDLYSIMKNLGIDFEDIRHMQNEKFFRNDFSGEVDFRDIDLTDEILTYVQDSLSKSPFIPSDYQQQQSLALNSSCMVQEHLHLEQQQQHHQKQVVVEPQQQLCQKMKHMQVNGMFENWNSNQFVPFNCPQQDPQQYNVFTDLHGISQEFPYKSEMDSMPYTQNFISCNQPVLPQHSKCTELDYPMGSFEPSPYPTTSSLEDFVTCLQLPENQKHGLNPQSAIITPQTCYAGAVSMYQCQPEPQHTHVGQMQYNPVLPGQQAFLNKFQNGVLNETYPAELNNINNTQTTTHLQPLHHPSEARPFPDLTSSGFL
procasp3 activ = activators of human procaspase-3 D3A mutant, primary screen, biochemical, absorbance, PC-3 D3A mutant, single concentration; AID 463141, 2010; activation, % at 8.5 µM; 330,000 compounds, 0.11% hits; Caspase-3 (Homo sapiens), P42574; recombinant procaspase-3 D3A, Ac-DEVD-pNA absorbance 405 nm;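 active = activation above the mean of all tested compounds plus 3 SD, cut at about 21% in these data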;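 note: 0% = DMSO alone and 100% = DMSO wells spiked with extra 5 µM PC-3 D3A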
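assay system = Procaspase-3 D3A mutant | signal = absorbance at 405 nm, 0 and 120 min | times = 1 h preincubation plus 2 h reaction at 25 °C | repeats = single replicate | read-out = % activation between DMSO and enzyme-spiked controls | medium = Zinc-free HEPES saline buffer with Triton X-100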
LAP4-GFP MLPCN = modulators of LAP4-GFP expression in yeast, primary screen, S. cerevisiae, multiplex flow cytometry, MLPCN library; 320,000 compounds, 0.34% hits; 3 h; median GFP as percent of DMSO wells; GFP response vs DMSO, % at 10 µM; AID 2023, 2009;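 active = GFP response vs DMSO above a set limit, about the screen mean plus 3 SD, cut at about 150% in these data; inconclusive = under 70 cell events counted for the yeast strain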
MEP2 TOR yeast = modulators of MEP2-GFP levels in yeast, primary screen, S. cerevisiae, multiplex flow cytometry, MLPCN library; S. cerevisiae MEP2-GFP strain, 3 h; 100% = DMSO control level; GFP response vs DMSO, % at 10 µM; AID 2016, 2009; 330,000 compounds, 0.51% hits;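 active = GFP response versus DMSO above a set limit, roughly screen mean plus 3 SD, cut at about 180% in these data; inconclusive = fewer than 70 cells counted for a yeast strain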;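 note: median GFP fluorescence of the barcode-gated MEP2-GFP cells per well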
RPL19A TOR yeast = RPL19A-GFP expression modulators in yeast, primary screen, cell-based, S. cerevisiae, multiplex flow cytometry, MLPCN. S. cerevisiae RPL19A-GFP strain, 3 h; stronger effect = lower value. percent response vs DMSO, % at 10 µM. 330,000 compounds, 0.3% hits;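 active = percent response vs DMSO below 50%; inconclusive = fewer than 70 events counted for the yeast strain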;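 note: median channel GFP fluorescence of the barcoded RPL19A-GFP strain; ratio of sample median GFP to plate DMSO average so 100% = DMSO; lower means less RPL19A-GFP as with rapamycin TOR inhibition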
Numbers without * were called inactive; i = inactive; ? = inconclusive; . = not tested or not shown; [ ] = dose if it differs, or a comment.

Below each SMILES – GASC-1 inh	CR mimetic SO	procasp7 counter	AHR activator	procasp3 activ	LAP4-GFP MLPCN	MEP2 TOR yeast	RPL19A TOR yeast
#1 Cc1ccccc1-n1c(C)c(C#N)c(=O)c(-[n+]2ccccc2)c1[S-]
  0	94	3	0	-6	89	88	92
#2 Cc1ccccc1CSc1nnc(-c2ccco2)n1Cc1ccco1
  -16	112	-3	2	0	106	98	95
#3 COc1cccc(C(=O)C2CCCN(Cc3cccc(-n4nc(C)cc4C)c3)C2)c1 (centres undefined)
  7	87	-8	4	0	100	109	106
#4 OC(C#CCN1CCCCCC1)(c1ccccc1)c1cccnc1 (centres undefined)
  48	88	8	0	-2	111	98	100
#5 CCCCOP(=O)(OCCCC)C(Nc1ccc(C(=O)OCC)cc1)c1ccncc1 (centres undefined)
  -28	86	-1	37	-2	94	103	101
#6 COc1cccc(-n2c(SCC(=O)Nc3nc4ccccc4s3)nc3ccccc3c2=O)c1
  7	102	2	6	-2	107	102	100
#7 COC(=O)c1sc(N)c(C(=O)OC)c1COC(=O)[C@@H](NS(=O)(=O)c1cccc(Cl)c1)C(C)C
  0	105	0	4	-6	94	103	110
#8 CCn1c(COc2ccccc2)nnc1SCc1ccc(C#N)cc1
  1	118	5	-10	-2	100	95	103
#9 NC(=O)c1ccsc1NC(=O)COC(=O)c1ccc(Cl)nc1
  8	122	-2	3	-5	98	93	97
#10 Cn1cccc1C(=O)NNC(=O)COc1ccccc1F
  13	122	-2	-1	-5	95	95	98
#11 CCC(=O)NC(=S)Nc1ccc(OC)cc1OC
  -4	108	7	70*	1	.	.	.
#12 COc1cccc(C(=O)N2CCN(C(=O)c3ccc(-c4ccccc4)cc3)CC2)c1OC
  10	94	9	2	8	106	99	101
#13 CN1CCN(c2ccccc2NC(=O)c2ccc(N3CCCCC3)c([N+](=O)[O-])c2)CC1
  2	98	-2	-2	2	107	98	100
#14 O=C(CN1CCCCC1)N1c2ccccc2Sc2ccc(C(F)(F)F)cc21
  .	134	4	0	-1	98	103	95
#15 Cc1c(C)n2c3c(cccc13)CC2
  -31	114	-4	3	-6	94	98	101
#16 CCOc1cccc(CNc2ccc(O)cc2)c1OCc1ccc(Cl)cc1
  -1	103	-4	13	-8	115	100	103
#17 Cc1nn(C)cc1S(=O)(=O)NCc1ccc2c(c1)OCO2
  -11	115	1	-5	4	92	104	102
#18 COc1ccc2cc3cc(C(=O)N4CCN(c5ccccn5)CC4)oc3nc2c1
  -70	111	6	9	7	91	107	101
#19 CC(=O)Nc1ccccc1C(=O)C(=O)Nc1cccc(F)c1
  2	106	1	6	-12	102	99	96
#20 CCc1ccc(OCCCC(=O)Nc2ccc(N3CCCCC3)cc2)cc1
  2	141	-11	2	3	108	109	103
#21 COc1ccc(C)cc1NC(=O)COC(=O)c1ccc2c(c1)OCO2
  -2	97	6	0	4	105	100	101
#22 COc1ccccc1N1CCN(C2CCCN(C(=O)c3cscn3)C2)CC1 (centres undefined)
  8	94	2	0	-2	100	104	109
#23 NC(=O)C1CCN(c2nc(-c3ccccc3-c3ccccc3)cs2)CC1
  2	101	-9	2	-1	99	99	95
#24 O=C(c1ccncc1)N1CCN(C(=O)c2ccncc2)CC1
  4	91	-4	0	-1	98	101	.
#25 COCCn1c(=O)[nH]c2cc(C(=O)OC)ccc2c1=O
  -35	105	7	8	2	99	105	105
#26 CCSc1n[nH]c2nc3c(c(=O)n12)C1(CCCCC1)Cc1ccccc1-3
  -1	96	-7	3	-4	91	97	107
#27 Cc1ccc(C2=CC(=O)CC(C)(C)C2)cc1
  10	94	-2	-2	6	99	94	96
#28 Cc1nc2ncnn2c(N2CCN(C(=O)Cc3cccs3)CC2)c1C
  6	99	10	2	-4	98	101	98
#29 O=C(COC(=O)C1CC(=O)N(Cc2ccco2)C1)c1ccc(OC(=O)c2ccco2)cc1 (centres undefined)
  2	96	-7	0	-9	98	101	98
#30 CC(C)NC(=S)N/N=C1\CCCCc2ccccc21
  2	115	-2	3	-4	94	98	92

Some of the entries above in another layout:
| nr | SMILES | GASC-1 inh | CR mimetic SO | procasp7 counter | AHR activator | procasp3 activ | LAP4-GFP MLPCN | MEP2 TOR yeast | RPL19A TOR yeast |
| --- | --- | --- | --- | --- | --- | --- | --- | --- | --- |
| 19 | CC(=O)Nc1ccccc1C(=O)C(=O)Nc1cccc(F)c1 | 2 | 106 | 1 | 6 | -12 | 102 | 99 | 96 |
| 20 | CCc1ccc(OCCCC(=O)Nc2ccc(N3CCCCC3)cc2)cc1 | 2 | 141 | -11 | 2 | 3 | 108 | 109 | 103 |

New compounds follow:
Below each SMILES – GASC-1 inh	CR mimetic SO	procasp7 counter	AHR activator	procasp3 activ	LAP4-GFP MLPCN	MEP2 TOR yeast	RPL19A TOR yeast
#31 CCOC(=O)c1ccc([N+](=O)[O-])c(CS(=O)(=O)c2ccc(Cl)cc2)c1
  -6	94	11	1	2	91	92	100
#32 CC1(C)Cc2cccc(OCC(=O)Nc3ccc(OCC(N)=O)cc3)c2O1
  1	121	-11	1	-2	102	114	99
#33 COc1cccc(-n2c(SCC(=O)NC3CCCCC3)nc3n[nH]c(C)c3c2=N)c1
  1	87	11	104*	2	107	105	105
#34 CCCC(C(=O)NNC(=O)c1ccncc1)c1ccccc1 (centres undefined)
  6	98	7	0	7	94	94	93
#35 COc1cc(C(C(=O)NC2CCCC2)N(CCO)C(=O)Cn2nnc(-c3ccc(C)o3)n2)ccc1O (centres undefined)
  7	94	-7	2	4	93	106	96
#36 COc1ccc(C2C(C#N)=C(N)Oc3n[nH]c(C)c32)cc1CSc1ccccn1 (centres undefined)
  2	87	3	0	-2	106	102	100
#37 COc1ccc(C(C)=O)cc1COc1ncnc2ccccc12
  -9	83	8	-1	1	?	?	?
#38 Cc1nn(C)cc1/C=N/NC(=O)CSc1ccccn1
  3	104	-2	-1	5	107	100	97
#39 N/C(=N\OC(=O)c1ccc(Cl)cc1Cl)c1ccncc1
  -1	112	3	1	2	111	96	99
#40 O=C1OC(OC2CCCCC2)(c2ccccc2)c2ccccc21 (centres undefined)
  -1	93	10	0	0	109	106	100
#41 Cc1cccc(NC(=O)Nc2cccc(C)n2)n1
  2	107	9	44	1	106	117	108
#42 CC1CCN(C(=O)COC(=O)c2ccc(N3CCCC3=O)cc2)CC1
  8	105	4	-1	5	103	99	96
#43 N#Cc1cc2c(nc1SCc1nc3ccccc3[nH]1)CCC2
  0	79	-6	26	1	112	95	97
#44 O=S(=O)(c1ccc(Oc2ccc(-c3nnco3)cc2)nc1)N1CCC(Cc2ccccc2)CC1
  i	87	4	2	0	80[may fluoresce violet]	222*[may fluoresce violet]	27*[may fluoresce violet]
#45 COc1cccc(Sc2cc(N3CCOCC3)nc(-c3ccccc3)n2)c1
  9	105	-3	11	3	101	101	99
#46 O=C(Cc1nnc(NC(=O)Nc2ccc(F)cc2)s1)Nc1ccccc1
  4	106	-5	4	7	95	99	100
#47 Cc1cc(C)c(C(=O)/C=C/c2cccc3ccccc23)c(=O)[nH]1
  -24	88	1	7	4	97	94	107
#48 CCN(CC)S(=O)(=O)c1ccc(C(=O)NN(C)C2=NS(=O)(=O)c3ccccc32)cc1
  -14	100	-5	2	-5	86	101	102
#49 O=S(=O)(NCCSc1ccccn1)c1ccc(Cl)cc1
  4	102	-2	0	3	105	96	99
#50 CCCCC(c1nnnn1CCOC)N1CCN(Cc2ccccc2)CC1 (centres undefined)
  108	93	-1	0	1	99	94	100
#51 O=C(Nc1cccc2ncccc12)c1ccc(OCc2ccccc2)cc1
  -4	101	10	-2	1	92	93	94
#52 CN(C)CCCN1CC(C(=O)O)CC1=O (centres undefined)
  -1	100	4	0	-1	97	98	97
#53 CCOC(=O)c1cc(C(=O)OCC)cc(-n2cc(O)c(C(=O)OCC)n2)c1
  2	104	-12	2	-9	104	105	98
#54 CCOc1ccccc1NC(=O)CCn1nc(C)c(S(=O)(=O)N2CCCCC2)c1C
  0	95	0	5	8	105	105	104
#55 O=C(CSc1nc2ccccc2o1)Nc1ccc(N2CCOCC2)cc1
  146	89	-8	19	-15	124	107	104
#56 c1coc(-c2nc(-c3ccco3)c(-c3ccco3)nc2-c2ccco2)c1
  9	112	-40	1	-15	94[may fluoresce violet]	95[may fluoresce violet]	92[may fluoresce violet]
#57 COc1cc(SC)ccc1C(=O)NCCOc1ccc(C)c(C)c1
  -8	101	7	1	7	109	98	97
#58 COC(=O)C(C)Sc1nnc(Cc2cc(=O)[nH]c(=O)[nH]2)n1-c1cccc(OC)c1 (centres undefined)
  27	96	1	-1	-2	99	107	102
#59 COc1ccc(-c2cc(C(F)F)n3ncc(C(=O)n4ccnc4C)c3n2)cc1
  -3	98	7	10	-3	106	107	108
#60 CC(C)c1ccccc1OCCNC(=S)NC(=O)c1cccnc1
  -4	102	0	12	-6	97	93	102
#61 COc1c(OC)c(O)c2c(=O)c(O)c(-c3ccccc3)oc2c1OC
  -30	86	13	25	9	98	102	93
#62 Cn1c(=O)[nH]c(=O)c2c1nc(CN1CCOCC1)n2CCc1ccccc1
  -7	88	0	10	3	94	101	97
#63 CCCOC(=O)c1c(-c2ccc(C)cc2C)csc1NC(=O)C1C2CCC(O2)C1C(=O)O (centres undefined)
  7	96	-2	1	-15	122	110	92
